# AmpC det inh = AmpC beta-lactamase inhibition, detergent assay | AID 584 | 71,000 compounds, 0.09% hits | purified AmpC, nitrocefin hydrolysis with detergent | P00811 | Potency, µM (doses to about 28.7 µM), without a hit: top-dose activity change, negative = inhibition; active means well fitted curve in the direction sought with a large enough effect
# Target sequence (P00811 whole entry, looked up): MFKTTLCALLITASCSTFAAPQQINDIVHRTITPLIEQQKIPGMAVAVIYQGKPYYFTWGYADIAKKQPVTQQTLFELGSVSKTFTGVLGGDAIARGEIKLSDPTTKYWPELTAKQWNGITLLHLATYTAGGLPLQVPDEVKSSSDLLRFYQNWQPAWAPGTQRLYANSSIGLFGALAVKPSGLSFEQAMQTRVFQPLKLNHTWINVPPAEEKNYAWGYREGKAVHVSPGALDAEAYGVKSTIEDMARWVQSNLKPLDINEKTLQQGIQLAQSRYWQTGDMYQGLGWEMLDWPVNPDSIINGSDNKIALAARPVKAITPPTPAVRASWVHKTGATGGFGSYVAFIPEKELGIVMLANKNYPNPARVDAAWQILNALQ
#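 E. coli AmpC (5.3 nM) in 20 mM phosphate pH 7.0 with 0.01% Triton X-100, preincubated 15 min RT with compound; nitrocefin (2 uL of 800 uM stock) hydrolysis followed by 480 nm absorbance every 20 s over 4 min.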
# * marks the source's active call; other numbers are inactive results; [ ] = dose if it differs, or a comment. On the % scale 0 is the no-effect control and ±100 the full control effect; potency means the concentration at half of the fitted maximal effect. These rows are one share of the data (hit frequency here may not be typical).
SMILES,AmpC det inh
Cc1ccc2c(CN3C(=O)NC(C)(c4ccc5c(c4)OCO5)C3=O)cc(=O)oc2c1 (stereo unspecified),-5%
CC12CC(c3ccccc3O1)C(C(=O)NCc1ccccc1)C(=O)N2 (stereo unspecified),-5%
Nc1ncnc(Nc2ccccc2C(F)(F)F)n1,-4%
O=C(CCN1C(=O)C2C3C=CC(C3)C2C1=O)NCCN1CCCc2ccccc21 (stereo unspecified),-2%
CC(=O)N1CN2CN(C(C)=O)CC(C(=O)c3ccccc3)(C2)C1,-3%
COc1ccc(-c2noc(CCC(=O)NCC3CCN(Cc4cccc(C)c4)CC3)n2)cc1,-3%
OC(COc1ccc(Br)cc1)CN1CCOCC1 (stereo unspecified),13%
CSCC[C@@H](Nc1nc(-c2ccccc2)nc2c1oc1ccccc12)C(=O)O,7%
c1cncc(CNc2nc(N3CCOCC3)nc(N3CCOCC3)n2)c1,11%
COc1cccc(CNC(=O)c2ccc3nc[nH]c3c2)c1,3%
Cc1c(Cl)cccc1Nc1ccccc1C(=O)O,-2%[12.8 µM]
CCOC(=O)CSc1nnc(CNc2ccccc2Cl)n1-c1ccccc1,0%
Cc1cccc(-n2nnnc2SCc2csc(-c3ccccc3)n2)c1,-2%
O=C(CSc1nnc(-c2cnccn2)n1Cc1ccco1)c1ccc2ccccc2c1,-5%
CC(=O)NC1(C(F)(F)F)C(=O)Nc2c1c(=O)[nH]c(=O)n2Cc1ccco1 (stereo unspecified),-2%
CCn1c(SCC(=O)Nc2nc(C)cs2)nnc1C(NC(=O)c1ccccc1Cl)C(C)C (stereo unspecified),-1%
C=CCOC(C)=O,5%
CCOc1ccccc1N1CCN(C(=O)c2ccccc2)CC1,-5%
COc1cccc(NC(=O)C2C3C=CC4(O3)C2C(=O)N(C(C)C)C4C(=O)NC2CCCCC2C)c1 (stereo unspecified),-3%
Cc1nc2nc(SCC(=O)NCc3ccco3)nn2c(C)c1Cc1ccccc1,-4%
COc1ccc2c(c1)[C@]1(C)CCC[C@](C)(CO)[C@@H]1CC2,1%
O=C1CC(c2ccncc2)c2cc3c(cc2N1)OCO3 (stereo unspecified),0%
COCCOC(=O)c1c(C)oc2ccc(OC(=O)N(C)C)cc12,-3%
Cn1nnnc1SCSc1nnnn1C,-2%
COc1ccccc1CN1CC2(CCN(C(=O)c3cc(C(F)(F)F)cc(C(F)(F)F)c3)CC2)C1,-2%
O=C(CCc1nc2ccccc2[nH]1)NC1CCCCC1,4%
Cc1csc2ncc(C(=O)NCc3ccccn3)c(=O)n12,12%
O=C(Nc1cccc2ncccc12)c1cccnc1,-5%
O=S(=O)(Nc1ccc(Cl)c(C(F)(F)F)c1)c1cnc[nH]1,-1%
Cc1cc(Cl)c(OCCCn2cncn2)c(Br)c1,-6%
O=C1c2ccccc2-c2c1cccc2C(=O)N1CCN(C(=O)c2ccco2)CC1,-1%
CCCn1nc(NC(=O)c2cccs2)c2cc3cc(OC)ccc3nc21,-2%
CC(=O)NC(C1C(=O)CC(C)(C)CC1=O)(C(F)(F)F)C(F)(F)F,13%
COc1ccc(CNc2nc(-c3ccc(C(=O)N(C)C)cc3)nc3ccccc23)c(OC)c1,7%
COc1ccc(C2CC(c3ccc(Cl)cc3Cl)Nc3nc(N)nn32)cc1 (stereo unspecified),13%
O=C(Cc1cccs1)Nc1ccc(S(=O)(=O)N2CCCCC2)cc1,-2%
O=C(c1ccc(Cl)cc1)c1ccc(OCC(O)CN2CCOCC2)cc1 (stereo unspecified),-6%
COC(=O)c1cccnc1-n1c(=O)c2cccnc2n(Cc2ccc(Cl)cc2)c1=O,0%
CN1C(=O)CCS(=O)(=O)[C@@H]1c1ccc(Cl)cc1,-2%[12.8 µM]
CC(C)=CCCC(C)N(C=O)C(C)CCC=C(C)C (stereo unspecified),-2%
O=C1C(=C(O)c2ccccc2)C(=O)c2ccccc21,0%
N#Cc1cccc(NC(=O)N2CCC(c3nc4c(nnn4Cc4cccc(Cl)c4)c(=O)[nH]3)CC2)c1,3%
Clc1ccc(-c2noc(CN3CCCC3)n2)cc1,-2%
c1ccc(CN2CCN(CCCNc3ccc4nnc(-c5ccccc5)n4n3)CC2)cc1,8%
Cc1ccc(Cn2c(SCC(C)C)nc3c2c(=O)[nH]c(=O)n3C)cc1,0%
O=C1CCC(C(=O)Nc2cccc3ccccc23)N1 (stereo unspecified),-6%
CC(C)C(NC(=O)c1ccco1)C(=O)NCC(c1ccco1)N1CCCCC1 (stereo unspecified),-2%
CCC(C)OC(=O)C1=C(C)NC(=O)CC1c1ccccc1OC (stereo unspecified),14%
O=C(O)CC/C=C\C[C@@H]1CO[C@H](c2ccccc2Cl)O[C@@H]1c1ccccc1O,-1%
O=C(CSc1nc2ncc(Br)cc2[nH]1)Nc1ccc2c(c1)OCO2,-2%
CCOC(=O)CC(=O)Nc1nc2ccccc2s1,-6%
CCSCC1COC(c2cccn2Cc2ccc(C)cc2)=N1 (stereo unspecified),-7%
Cn1c(SCC(=O)N2CCCc3ccccc32)nnc1-c1c[nH]c2ccccc12,0%
CCN(CC)c1ccc(NC(=O)CCCCCN2C(=O)c3ccccc3C2=O)cc1,-4%
O=C(NCc1ccco1)c1cc2n(n1)C(C(F)(F)F)CC(c1ccc(F)cc1)N2 (stereo unspecified),4%
Cn1c(=O)n(C)c2cc(S(=O)(=O)NCCc3ccccc3)ccc21,-2%
Cc1cc(C(=O)OCn2nnc3ccccc3c2=O)c(C)o1,11%
Cc1ccc(Cn2c(=O)c3c(nc4n3CCN4Cc3ccco3)n(C)c2=O)cc1,2%
CCCCCCOC(=O)C1=C(C)NC(=O)NC1c1ccc(O)cc1 (stereo unspecified),-4%
O=C(OCC(=O)N1CCCCC1)c1cc2ccccc2cc1O,-2%
# (listing goes on)
SMILES,AmpC det inh
COC(=O)[C@@]1(Cc2ccccc2)[C@H]2c3cc(C(=O)N(C)C)n(Cc4ccc(S(C)(=O)=O)cc4)c3C[C@H]2CN1C(=O)c1ccccc1,-1%
O=C(NC1CCCC1)C1CCCN(S(=O)(=O)c2cccc3cccnc23)C1 (stereo unspecified),14%
O=C(CSc1nc(-c2ccco2)cc(C(F)(F)F)n1)NC1CCCC1,11%
CCCn1c(-c2ccc(F)cc2)nc2c(NCCN3CCCCC3)nc(C)nc21,15%
Cn1c(=O)[nH]c(=O)c2c1nc(Br)n2CCCCSc1nc2ccccc2o1,11%
O=C(Nc1ccccc1C(=O)NCc1ccc(Cl)cc1)c1ccco1,-7%
O/N=C(\COc1ccccc1O)c1ccccc1,0%
COc1ccc(-n2c(Cc3cc(=O)[nH]c(=O)[nH]3)nnc2SCC(=O)NC2CCCC2)cc1,13%
COS(C)(=O)=O,8%
COC(=O)c1ccc2nc(C(F)(F)F)[nH]c2c1,-4%
O=C(CN1CCN(CC(=O)Nc2ccccn2)CC1)Nc1ccccn1,-1%
Cc1ccc(C)c(N(CC(=O)NCc2ccc3c(c2)OCO3)C(=O)CCC(=O)Nc2ccccn2)c1,-1%

# An excerpt from above in order of number of heavy atoms, smallest number first.
SMILES,AmpC det inh
CN1C(=O)CCS(=O)(=O)[C@@H]1c1ccc(Cl)cc1,-2%[12.8 µM]
Cn1c(=O)n(C)c2cc(S(=O)(=O)NCCc3ccccc3)ccc21,-2%
O=C(Nc1ccccc1C(=O)NCc1ccc(Cl)cc1)c1ccco1,-7%
COc1ccc(C2CC(c3ccc(Cl)cc3Cl)Nc3nc(N)nn32)cc1 (stereo unspecified),13%
Cn1c(=O)[nH]c(=O)c2c1nc(Br)n2CCCCSc1nc2ccccc2o1,11%
CCn1c(SCC(=O)Nc2nc(C)cs2)nnc1C(NC(=O)c1ccccc1Cl)C(C)C (stereo unspecified),-1%
N#Cc1cccc(NC(=O)N2CCC(c3nc4c(nnn4Cc4cccc(Cl)c4)c(=O)[nH]3)CC2)c1,3%

# Next part:
SMILES,AmpC det inh
Nc1nc(-c2ccco2)c(-c2ccco2)s1,-1%
COc1ccc(NC(=O)CSc2nnc(-c3cccs3)n2C)cc1OC,9%
Cc1cc(NC(=O)C2CCCCC2)nc2c1c(=O)oc1ccccc12,-5%
COC(=O)C1=C(C)OC(N)=C(C#N)C1c1cc(OC)c(OCC(N)=O)cc1Cl (stereo unspecified),-1%
CCCC1(C(=O)OC)C=C2C(=C(C)C(=O)C2C)CN1 (stereo unspecified),0%
Cc1cccn2c(=O)c3cc(C#N)c(=O)n(CCCN4CCOCC4)c3nc12,-2%
CCN(CC)S(=O)(=O)c1ccc(NS(=O)(=O)c2cccc(C)c2)cc1,1%
CCCc1nc2ccccc2n2cc3c(=O)n(C)c(=O)n(C)c3c12,-5%
COc1ccc(-c2nc(C(N)=O)c3[nH]c(=O)n(-c4cccc(C)c4)c3n2)c(OC)c1,10%
Fc1ccccc1N1CCN(C2CCN(Cc3c[nH]c4ccccc34)CC2)CC1,-3%
CC(=O)NC(CCS(C)(=O)=O)C(=O)Nc1cccc(Cl)c1Cl (stereo unspecified),4%
O=c1oc(-c2cccs2)nc2sc3c(c12)CCCCC3,0%

# Pulled one by one from above, three records:
SMILES,AmpC det inh
CCN(CC)S(=O)(=O)c1ccc(NS(=O)(=O)c2cccc(C)c2)cc1,1%
Clc1ccc(-c2noc(CN3CCCC3)n2)cc1,-2%
Cc1ccc2c(CN3C(=O)NC(C)(c4ccc5c(c4)OCO5)C3=O)cc(=O)oc2c1 (stereo unspecified),-5%

# The results go on:
SMILES,AmpC det inh
COCCNC(=O)C(c1ccncc1)N(C(=O)Cn1nnc2ccccc21)c1ccc(OC)cc1 (stereo unspecified),-7%
O=C(C1=C(O)C(=O)N(CCN2CCOCC2)C1c1cccs1)c1cc2ccccc2o1 (stereo unspecified),-1%
CCOC(=O)N1CCN(S(=O)(=O)c2ccc(OC)c(Cl)c2Cl)CC1,-6%
COc1ccc(C(=O)NC2CCCCC2)cc1S(=O)(=O)N1CCCC1,1%
O=C(Cn1cc(C(F)(F)F)ccc1=O)N1CCN(S(=O)(=O)c2ccccc2)CC1,0%
O=C(Nc1cccc2ccccc12)N1CCN(c2ccccc2)CC1,-3%
C=CCNc1nc(-c2ccccc2)nc(-n2ccnc2)n1,0%
CC(=O)C1=C(O)C(=O)N(CCc2c[nH]c3ccccc23)C1c1cccc(O)c1 (stereo unspecified),-5%
O=C(O)c1cccc(Nc2ncnc3ccccc23)c1,6%
Cc1sc2ncnc(OCC(=O)N3CCN(S(=O)(=O)c4ccccc4)CC3)c2c1C,-1%
CC(O)c1nc2ccccc2n1C/C=C/c1ccccc1 (stereo unspecified),-6%
CC(c1nnc(Sc2nnnn2-c2ccccc2)n1-c1ccc(F)cc1)N(C)C (stereo unspecified),-1%
CCCCn1c(O)c(C(CC)=Nc2ccc(C(=O)O)cc2)c(=O)[nH]c1=O,-1%
CON(C)c1nc(OCCNC(=O)COc2ccc(Cl)cc2C)nc(N(C)C)n1,-2%
Cc1ccc(-c2noc(C3CCCN(C(=O)c4c(F)cccc4F)C3)n2)cc1 (stereo unspecified),1%
CC1CCCN(S(=O)(=O)c2cccc(-c3cn4cccnc4n3)c2)C1 (stereo unspecified),0%
OCCN1CN=C(Nc2nc3ccccc3s2)NC1,-2%
O=C1c2ccccc2C(=O)N1CCCCSc1nnc2ccccn12,-2%
O=S(=O)(Nc1ncnc2c1oc1ccccc12)c1ccc(Cl)s1,-2%
O=C(Cn1cc2c(n1)CCCC2)N1CCOCC1,14%
C[C@H](NC[C@H](O)CP(=O)(O)Cc1ccccc1)c1ccc(Cl)c(Cl)c1,-3%
COc1ccc2[nH]cc(CCNc3ncncc3-c3ccc(N(C)C)cc3)c2c1,7%
Cn1c(C(=O)N2CCN(c3ccc(Cl)cc3)CC2)cc2c(=O)n(C)c3ccccc3c21,10%
Cc1cc(C)nc(N2CCN(c3ncnc4c3oc3ccccc34)CC2)n1,-6%
O=C(NCC1COc2ccccc2O1)c1ccccc1 (stereo unspecified),-4%
CC(=O)O[C@H]1CC[C@@]2(C)C(=CC[C@@H]3[C@H]2CC[C@]2(C)C(=O)CC[C@H]32)C1,-5%[12.8 µM]
Cc1cccc(-n2ccnc2SCC(=O)Nc2nccs2)c1C,-8%
Cc1cc(C(=O)Cn2nnc3ccccc3c2=O)c(C)n1Cc1cccs1,-4%
CCn1c(SCC(=O)NCc2ccc3c(c2)OCO3)nnc1-c1c[nH]c2ccccc12,-5%
COc1ccc(CNc2oc(C)nc2C#N)cc1,6%
Cc1ccc(C)c(SCC(=O)OCC(=O)c2ccco2)c1,-4%
Nc1ncnc2nc(-c3ccc(C[P+](c4ccccc4)(c4ccccc4)c4ccccc4)cc3)[nH]c12,-4%[5.75 µM]
O=C(c1cccc(F)c1)N1CCC2(CCCN(c3ccccn3)C2)CC1,-2%
CC(C)(NCc1ccccc1Cl)C(=O)O,-6%
COCCCN1C(=O)C(O)=C(C(C)=O)C1c1ccccn1 (stereo unspecified),-3%
Cn1c(=N)n(CC(O)c2ccco2)c2ccccc21 (stereo unspecified),-4%

# Given as labelled records: entries from further up
structure: COc1ccc(CNc2oc(C)nc2C#N)cc1
  AmpC det inh: 6%

structure: Cc1ccc(C)c(SCC(=O)OCC(=O)c2ccco2)c1
  AmpC det inh: -4%

# Additional results
SMILES,AmpC det inh
COC(=O)Cn1c(=NC(=O)CSCC(=O)Nc2cc(C)on2)sc2ccccc21,7%
O=C(CSc1nc2ccccc2o1)Nc1ccc(N2CCOCC2)c(Cl)c1,0%
O=C(Nc1ccc(S(=O)(=O)NCc2ccco2)cc1)c1ccc2ccccc2n1,-1%
CCOC(=O)c1cc2c(=O)n3ccccc3nc2n(CCOC)c1=NC(=O)c1ccncc1,1%
COc1ccc(C2(C(=O)Nc3cc(C)on3)CCOCC2)cc1,-4%
N#Cc1ccc(OCc2nnc(SCC(=O)N3CCCc4ccccc43)n2-c2ccccc2)cc1,-4%
O=C(CSc1nnc(Cc2cccs2)n1-c1ccccc1)NCc1ccc2c(c1)OCO2,-2%

# Bioassay records: PubChem, National Center for Advancing Translational Sciences (NCATS)
